# Smad3 inh: Smad3/FoxH1 peptide binding inhibitors, primary screen, biochemical, TR-FRET | TR-FRET Smad3/Dy647-FoxH1 peptide binding, europium anti-His | inhibition, % at 25 µM | 88,000 compounds, 0.29% hits;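 active = compounds that reduce the energy-transfer binding signal between the protein and its labelled peptide by more than half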;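 note: 0% = Smad3 plus labelled peptide maximal FRET and 100% = peptide-only background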
# HUVEC tox TNFa: cytotoxicity in TNFa-stimulated HUVEC, primary screen, cytotoxicity control for VCAM1 expression modulator project, imaging, Hoechst nuclei count | HUVEC TNFalpha-stimulated, Hoechst cell count | cell count reduction, % at 2 µM | 93,000 compounds, 0.17% hits | AID 848, 2007;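 active = cell count reduction exceeding the screen mean by over 5 SD, scaled to untreated wells per plate, cut at about 78% in these data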;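 note: cells counted after 24 h of TNF alpha exposure following the 1 h pretreatment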
# IL1B cytotox: cytotoxicity in IL-1B stimulated HUVEC, primary screen, cytotoxicity control for IL-1B NFkB translocation project, imaging, Hoechst nuclear count, IL-1B stimulus; HUVEC cell count loss; cell count reduction, % at 2 µM; 94,000 compounds, 0.41% hits;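 active = cell count reduction more than 3 SD above the screen-wide mean, cut at about 70% in these data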;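 note: normalized per plate to untreated control cells as the no-loss baseline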
# LYP inh 2: PTPN22 phosphatase inhibitors, primary screen, biochemical, DiFMUP fluorescence, 2 µM; 96,000 compounds, 0.21% hits; inhibition, % at 2 µM; AID 640, 2007; recombinant LYP catalytic domain;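 active = inhibition at 2 µM at or above a set limit, the screen mean plus 3 SD, cut at about 24% in these data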;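 note: 0% = DMSO with enzyme and 100% = enzyme fully blocked by orthovanadate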
# Target sequence (Q9Y2R2 whole entry, looked up, the tested form may be a part): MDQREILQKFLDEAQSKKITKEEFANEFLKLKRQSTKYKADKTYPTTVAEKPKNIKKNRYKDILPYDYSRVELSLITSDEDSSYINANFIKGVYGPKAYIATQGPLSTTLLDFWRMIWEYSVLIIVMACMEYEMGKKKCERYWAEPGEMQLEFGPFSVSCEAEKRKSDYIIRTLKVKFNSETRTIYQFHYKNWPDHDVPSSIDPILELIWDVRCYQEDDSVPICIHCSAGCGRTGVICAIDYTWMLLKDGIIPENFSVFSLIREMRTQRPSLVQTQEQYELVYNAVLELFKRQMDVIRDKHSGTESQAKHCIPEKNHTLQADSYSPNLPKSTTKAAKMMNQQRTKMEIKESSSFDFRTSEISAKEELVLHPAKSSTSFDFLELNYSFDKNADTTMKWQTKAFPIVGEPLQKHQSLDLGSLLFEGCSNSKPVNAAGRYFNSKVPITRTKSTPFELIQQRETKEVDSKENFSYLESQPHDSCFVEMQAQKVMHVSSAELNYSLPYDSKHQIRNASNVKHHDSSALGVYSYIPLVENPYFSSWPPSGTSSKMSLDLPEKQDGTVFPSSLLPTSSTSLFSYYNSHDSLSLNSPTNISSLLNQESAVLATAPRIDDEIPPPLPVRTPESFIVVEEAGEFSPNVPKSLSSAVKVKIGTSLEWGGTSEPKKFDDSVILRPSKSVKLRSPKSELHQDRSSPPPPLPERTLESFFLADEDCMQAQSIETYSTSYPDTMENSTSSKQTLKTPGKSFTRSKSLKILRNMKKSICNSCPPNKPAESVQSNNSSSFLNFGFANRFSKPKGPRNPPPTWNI
# DAT uptake mod: changed hDAT dopamine uptake under cocaine IC80, either direction, primary screen, cocaine antagonist project, cell-based, LLC-PK1 hDAT, [14C]-dopamine uptake, MLSMR; Sodium-dependent dopamine transporter (Homo sapiens), Q01959; 110,000 compounds, 1.3% hits; LLC-PK1 hDAT cells, [14C]-dopamine uptake with cocaine IC80; actives deviate in either direction; B-score at 10 µM;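 active = Z score or B-score, a plate-position-corrected score, falls beyond the plate's 99.7% confidence bounds, in either direction; inactive = both scores lie inside the 99.7% bounds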;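 note: scored against the spread of the other compound wells on the same plate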
# F-actin modifier: modifiers of F-actin cytoskeleton organization, primary screen, imaging, HUVEC, phalloidin staining, high-content imaging; HUVEC TNFa F-actin phalloidin imaging; inhibition, % at 2 µM; 91,000 compounds, 0.18% hits; AID 836, 2007;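 active = inhibition above the batch mean plus 3 SD and confirmed as a hit by visual image inspection, cut at about 30% in these data, passing the limit was not always enough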; note: strong numbers were not always called active
# VCAM1 TNFa inh: inhibitors of TNFa-induced VCAM1 expression, primary screen, imaging, HUVEC, TNFa stimulus, immunofluorescence; inhibition, % at 2 µM; HUVEC TNFa-induced VCAM-1 immunofluorescence, high-content imaging; 95,000 compounds, 0.48% hits;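 active = inhibition above the batch mean plus 3 SD, with images confirmed as a hit by eye, cut at about 37% in these data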;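 note: 0% = TNF-stimulated DMSO wells and 100% = unstimulated control wells; not every result past the cut was called active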
# Calb biofilm kill: clotrimazole potentiators killing Candida biofilms, primary screen, with clotrimazole, Alamar Blue. C. albicans biofilm + clotrimazole. 85,000 compounds, 0.14% hits. inhibition, % at 6 µM;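 active = inhibition above 20%; inactive = inhibition below 20%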;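 note: preformed 24 hr biofilms exposed to compound for 48 hr; 0% = biofilm without compound and 100% = blank killed by clotrimazole plus chlorhexidine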
# MT1-MMP txn act: MT1-MMP promoter reporter activation – cell-based, luciferase luminescence, primary screen | 86,000 compounds, 0.16% hits | AID 750, 2007 | activation factor at 10 µM | HT1080 MT1-MMP promoter luciferase reporter, overnight; stronger effect = higher value;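 active = activation factor of at least 2 for MT1-MMP transcription at 10 µM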
# * = called active by the depositor; / = not tested or not shown; [ ] = remark or other dose. A portion of the library; rates above refer to the full screens.
SMILES,Smad3 inh,HUVEC tox TNFa,IL1B cytotox,LYP inh 2,DAT uptake mod,F-actin modifier,VCAM1 TNFa inh,Calb biofilm kill,MT1-MMP txn act
COc1ccc(-c2cn3c(C)c(C(=O)Nc4ccncc4)sc3n2)cc1,8[fluorescence artefact?],-6,15,5,-0.28,4,-10,3,1.1
O=C(OCC(=O)c1ccc(S(=O)(=O)N2CCCC2)cc1)C1=COCCO1,-3,-5,-6,0,0.44,0,-20,3,1.1
CCc1ccc2[nH]c(=O)c(CN(CCCN3CCOCC3)C(=O)Nc3ccc(Cl)cc3)cc2c1,0,-7,-9,-9,1.8,-14,-2,4,1.1
Cc1cccc(CSc2ncnc3c2cnn3Cc2ccccc2)c1,-19,-13,14,14,0.53,4,11,-1,1
CCN(CC)C(=O)c1ccc2c(=O)n(CCOC)c(=S)[nH]c2c1,8,-9,8,8,-0.3,5,-2,7,1.1
O=C(Nc1cccnc1)c1cccc(S(=O)(=O)N2CCOCC2)c1,2[fluorescence artefact?],-7,-8,-2,-0.3,11,-3,7,1.1
CC(C)(C)n1nnnc1C(c1cccc(C#N)c1)N1CCCCCC1 (stereo unspecified),4,-12,-16,-2,-0.8,8,22,7,1.1
Cc1cccc(OCC(=O)O/N=C(\N)c2ccccn2)c1,0,2,10,-21,0.26,-28,2,4,1.2
CN1CCN(S(=O)(=O)c2cccc(S(=O)(=O)c3ccc(Cl)cc3)c2)CC1,-16,-17,-27,-7,-1.4,13,8,-4,1
O=C1c2ccccc2C(=O)N1Cc1ccco1,2,-21,4,-17,0.29,4,14,4,1.2
c1ccc(CC2CCN(c3nc4ccccc4n4cnnc34)CC2)cc1,-10[fluorescence artefact?],-1,12,7,-0.71,0,-14,-5,/
COC(=O)[C@@H](NC(=O)NCc1ccc(F)cc1)C(C)C,23,-15,-17,-4,0.029,1,2,5,1.1
O=S(=O)(c1ccc(Cl)cc1)N1CCN(C2CCN(Cc3ccccc3)CC2)CC1,30[fluorescence artefact?],-22,-8,6,-0.8,/,-7,-1,1.1
Cc1oc2cc(O)ccc2c(=O)c1Oc1ccccc1,/,12,31,-4,0.19,33,15,/,/
C/C(=N\NC(=O)c1cccc(C)c1)c1cccc(NC(=O)c2ccco2)c1,/,4,/,-2,2.1,-64,12,/,/
CC(C)CC(=O)c1c[nH]c(C(=O)NCC2CCCO2)c1 (stereo unspecified),/,5,-28,1,0.98,6,9,/,/
O=C(CN1CCCCCC1)Nc1ccc(Br)cc1,4,-22,16,0,-1.1,6,-34,-1,1.1
Cc1occc1-c1nnc(SCC(=O)N(C)CCC#N)n1N,-4,-21,-19,-16,-0.46,0,-6,3,/
Nc1c(C(=O)Nc2ccc(Br)cc2)sc2nc(-c3ccco3)ccc12,/,-16,3,-6,1.5,-2,3,/,/
CC(C)c1ccc(/C=C/C(=O)NNC(=O)c2cccnc2)cc1,/,-4,-19,13,0.2,1,-6,/,/
O=C(N/N=C/c1cccn1-c1ccc([N+](=O)[O-])cc1)C(O)c1ccccc1 (stereo unspecified),/,-9,-29,9,1.1,1,1,/,/
CC(=O)c1c(C(C)=O)c(C)n(Cc2ccc(Cl)cc2)c1C,3,-13,-18,10,-1.5,0,5,2,/
CCCn1nnnc1-c1cccc(Cl)c1,/,0,1,-7,-0.43,-23,10,/,/
Cc1ccc2nsnc2c1S(=O)(=O)N(Cc1ccco1)Cc1cc2ccc(C)c(C)c2[nH]c1=O,/,-10,-3,-6,-0.38,-9,0,/,/
Cc1ccc(OCC(=O)N/N=C/c2ccncc2)cc1,/,-11,2,11,/,/,-6,/,/
Cn1c(SCC(=O)NCC2CCCO2)nc2c([nH]c3ccccc32)c1=O (stereo unspecified),/,10,-79,6,0.0017,-7,20,/,1.4
CCC1Oc2ccccc2N(Cc2ccccc2C)C1=O (stereo unspecified),7,-10,/,3,0.085,-4,0,6,1.1
COc1ccccc1N1CCN(C(=O)c2ccc(N3CCCC3=O)cc2)CC1,0[fluorescence artefact?],11,-3,3,1.3,-5,-8,6,1
O=C(CCNS(=O)(=O)c1cccs1)NCc1ccccc1,10,5,12,2,-0.8,/,18,1,0.9
O=C(NCc1cccs1)c1ccc(N2CCCCC2)nc1,14,-15,1,-18,0.66,-25,17,-4,1.4
COC(=O)c1c(NC(=O)c2ccnn2C)sc(C)c1C,-7,4,-16,-2,0.084,-8,3,2,1
O=C(Cc1cccs1)Nc1nnc(SCC(=O)N2CCCCC2)s1,-14,-30,-27,-2,-0.14,6,-20,1,1.3
Cc1ccc(S(=O)(=O)Cn2nnnc2C(c2ccccc2)N2CCN(c3ccccc3)CC2)cc1 (stereo unspecified),7,-14,23,11,-0.44,-10,-6,6,1.3
CC(C)(C)OC(=O)N[C@@H](Cc1ccccc1)C(=O)N1CCC(C(=O)O)CC1,4,8,-13,-4,-1.8,-11,-2,4,1.1
O=C(Nc1ccon1)c1ccc(Br)o1,14,7,-41,-12,0.061,-13,32,0,1.1
Cc1cccc(CN2CCN(C(=O)c3ccccc3F)CC2)c1,-11,/,-38,4,1.1,/,/,2,1.1
CCCNc1cc(C)c(C#N)c2nc3ccccc3n12,-3,3,-23,-4,0.3,-8,18,5,1
COC(=O)c1ccc(CSc2ccc3nnc(-c4ccccc4)n3n2)o1,-1,-24,-7,5,0.13,6,15,6,/
O=C(c1ccco1)N(Cc1cc2ccccc2[nH]c1=O)CC1CCCO1 (stereo unspecified),-6,-14,-6,8,0.17,-5,11,6,1
O=C1OCCC1Sc1nnc(-c2ccc(Br)cc2)o1 (stereo unspecified),-2,-14,-18,-4,-0.38,4,10,7,0.7
COC(=O)CSc1nc(NC(C)=O)nc(C)c1Br,5,-20,/,4,-1.5,3,-8,6,/
O=C(CSc1nnnn1C1CCCCC1)NCc1ccccc1,-5,-16,-5,9,0.093,7,0,1,1.3
Nc1nonc1-c1nc2ccccc2n1CC(=O)O,20[fluorescence artefact?],-20,-5,-3,-0.91,14,11,5,1.3
O=S(=O)(c1ccccc1)c1nc(-c2ccco2)oc1N1CCOCC1,13,-9,2,8,-0.3,-12,-8,1,1
COc1cc(C(=O)N2CCN(Cc3ccccc3C(F)(F)F)CC2)cc(OC)c1OC,0,-7,-8,-9,/,5,-5,5,1.1
Cc1csc(SCc2c(C(=O)O)oc3ccccc23)n1,-4,/,3,1,-0.9,/,/,5,1.2
Cc1ccc(-c2nnn(CC(=O)NC3CCCc4ccccc43)n2)cc1 (stereo unspecified),-10,14,8,-2,/,-25,10,4,1.2
Cc1onc(-c2c(F)cccc2Cl)c1C(=O)Nc1nnc(-c2ccccc2)s1,7,-6,-3,6,-0.7,15,3,-3,1.1
CCN(CC)S(=O)(=O)c1ccc(C)c(C)c1,9,-8,-126,-12,-0.89,-10,-15,3,1.2
CN(C)CCN1C(=O)c2oc3ccccc3c(=O)c2C1c1ccc(F)cc1 (stereo unspecified),2,-20,-56,-8,-1.2,-19,-1,7,1
Cc1nc2cccc(C(=O)NCc3ccccc3)c2o1,-9,-32,-18,-4,-0.27,13,-6,4,1.1
CCCCCNCc1ccc(Br)cc1,/,-4,/,-1,-0.93,-10,4,/,/
Cc1ccc(Cl)cc1NC(=O)Cn1cccc1,2,-28,-3,-6,-0.41,-6,15,5,1.1
CN(C)S(=O)(=O)c1ccc(S(=O)(=O)Nc2ccc3c(c2)oc2ccccc23)cc1,11,-25,-5,0,-0.0065,5,5,4,1
CCN(c1ccccc1)S(=O)(=O)c1ccc(C(=O)Nc2nnc(COC)o2)cc1,13,-12,-23,-28,0.61,/,2,1,1
NC(=O)C[C@@H]1N[C@]2(C(=O)Nc3ccccc32)[C@@H]2C(=O)N(C3CCCCC3)C(=O)[C@H]12,1,-14,-29,3,-0.33,5,-14,4,1.1
Cc1ccc(CCN2CC(C(=O)NCCCN3CCN(C)CC3)CC2=O)cc1 (stereo unspecified),0,-6,1,-3,0.58,-7,2,2,1.2
CCCCNc1cc(C)nc(N2CCOCC2)n1,-7,-2,13,1,0.024,50,-4,0,1.2
CCCC(=O)Nc1ccc(Br)c(Cl)c1,1,-28,-14,-2,0.066,4,1,0,1.1
CCN=C1SC(C(=O)NCCc2ccccc2)CC(=O)N1CC (stereo unspecified),8[fluorescence artefact?],/,/,6,0.84,/,/,1,1.1
CCOC(=O)c1cc(-c2ccc(C#N)cc2)nc2c1c(C)nn2CCC#N,9,-8,13,0,-0.35,18,8,1,1.1
CCOC(=O)C1=C(c2ccccc2)NC(SCC(N)=O)=C(C#N)C1c1cccnc1 (stereo unspecified),/,2,-2,-13,-0.31,-10,0,/,/
COC(=O)c1ccc(CSc2nc(N)cc(N)n2)cc1,6[fluorescence artefact?],-2,6,2,0.15,-5,33,0,1.6
